KCNK9 inh – blocks the human KCNK9 two-pore domain potassium channel. AID 488922. HEK293 KCNK9, FluxOR thallium flux fluorescence; active compounds read low. Q9NPC2. 310,000 tested, 1.2% active. B-score at 10 µM;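 active means ratio B-score over 3 SD below the library mean, with starting fluorescence within 5 SD of its mean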;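 further: negative B-score means less thallium flux so channel inhibition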
Target sequence (Q9NPC2 whole entry, looked up, the tested form may be a part): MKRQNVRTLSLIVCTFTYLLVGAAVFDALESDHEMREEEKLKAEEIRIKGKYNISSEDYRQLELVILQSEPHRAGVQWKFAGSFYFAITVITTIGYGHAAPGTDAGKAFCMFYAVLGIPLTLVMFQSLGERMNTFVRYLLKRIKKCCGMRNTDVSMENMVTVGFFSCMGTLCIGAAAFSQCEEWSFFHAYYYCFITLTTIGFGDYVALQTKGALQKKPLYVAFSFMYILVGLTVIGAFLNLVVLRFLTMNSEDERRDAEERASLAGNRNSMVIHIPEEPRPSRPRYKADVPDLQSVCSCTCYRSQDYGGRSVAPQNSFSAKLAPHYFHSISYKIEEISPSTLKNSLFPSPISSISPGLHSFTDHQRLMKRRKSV
SKKanGAS inh – SKKanGAS growth inhibition | 300,000 tested, 1.3% active | S. pyogenes SKKanGAS, kanamycin growth, BacTiter-Glo, 6 h | inhibition, % at 7.5 µM;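 active means mean replicate score, as percent of positive control median, at least 50; inconclusive means mean below 50 but one replicate at or above 50; inactive means mean and every replicate below 50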;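 further: strain carries kanamycin resistance gene driven by streptokinase promoter and grows in 40 µg/ml kanamycin; loss of luminescence reflects streptokinase promoter inhibition or plain growth inhibition; 0% = median of DMSO wells and 100% = positive control at its reference dose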
KCNQ1 pot – human KCNQ1 channel potentiation or activation | P51787 | CHO-K1 KCNQ1, thallium flux FluxOR fluorescence; active compounds read high | B-score at 10 µM | 310,000 tested, 0.35% active | AID 2648;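 active means fluorescence ratio B-score, a plate-corrected score, at least three library SD, with initial intensity B-score within 5 SD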
Target sequence (P51787 whole entry, looked up): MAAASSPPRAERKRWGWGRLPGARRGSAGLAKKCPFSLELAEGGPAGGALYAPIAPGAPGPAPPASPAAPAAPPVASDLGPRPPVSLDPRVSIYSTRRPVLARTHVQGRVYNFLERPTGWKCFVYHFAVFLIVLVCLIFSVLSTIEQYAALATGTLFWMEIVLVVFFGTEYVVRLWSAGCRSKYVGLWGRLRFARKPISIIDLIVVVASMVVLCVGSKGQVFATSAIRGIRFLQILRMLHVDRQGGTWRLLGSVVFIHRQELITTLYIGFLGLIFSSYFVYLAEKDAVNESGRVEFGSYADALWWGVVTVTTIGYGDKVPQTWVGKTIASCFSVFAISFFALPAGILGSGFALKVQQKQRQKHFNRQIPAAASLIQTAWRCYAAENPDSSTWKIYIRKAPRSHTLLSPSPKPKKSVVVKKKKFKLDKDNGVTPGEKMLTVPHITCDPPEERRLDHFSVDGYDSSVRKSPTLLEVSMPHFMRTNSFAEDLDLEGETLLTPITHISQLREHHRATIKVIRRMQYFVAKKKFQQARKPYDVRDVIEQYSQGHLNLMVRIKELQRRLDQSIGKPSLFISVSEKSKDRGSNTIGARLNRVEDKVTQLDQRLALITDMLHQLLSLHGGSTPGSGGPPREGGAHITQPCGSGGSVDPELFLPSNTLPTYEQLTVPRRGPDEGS
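Assay system: stable KCNQ1 CHO-K1 line; medium: assay buffer, equal DMSO in all wells; timing: 90 min dye loading and 20 min compound exposure, both at room temperature; technique: kinetic FluxOR thallium fluorescence, 10-s 1-Hz baseline, 110-s post-stimulus read; read-out basis: B score of baseline-normalized fluorescence ratio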
RGS4 block – human RGS4 inhibition; HEK293 M3R/RGS4 inducible, Fluo-4 calcium flux; active compounds read high; triggered by carbachol at its EC20; B-score at 10 µM; 310,000 tested, 0.45% active;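 active means B-score, a plate-corrected calcium signal, over three deviations above library mean, with baseline fluorescence within five deviations of library mean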;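 further: RGS4 expression induced by doxycycline in cells with stable M3 receptor; B-score is computed from the integrated fluorescence ratio over baseline after carbachol; higher B-score means a larger calcium signal and so more RGS4 inhibition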
ANO1 activ – activators or potentiators of mouse TMEM16A chloride channel. Q8BHY3. HEK293 TMEM16A/YFP-H148Q/I152L, iodide quench fluorescence; active compounds read low. B-score at 10 µM. 340,000 tested, 0.3% active;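 active means fluorescence-ratio B-score plate-corrected deviation score at least 3 library SD below zero, with starting fluorescence score within 5 deviations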;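 further: channel opened by trigger with iodide after compound preincubation; score built on the fluorescence ratio of max minus min over baseline; more negative score means more quench and so TMEM16A activation or potentiation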
KCNQ1 block – blocks the human KCNQ1 potassium channel; P51787; 310,000 tested, 1.3% active; B-score at 10 µM; CHO-K1 KCNQ1, FluxOR thallium flux fluorescence; active compounds read high;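 active means compounds whose thallium flux B-score, printed positive for inhibition, exceeds three library SD while starting fluorescence stays within three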;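 further: channel opened by potassium depolarization with thallium stimulus after 20 min compound exposure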
TMEM16A inh – blocks the mouse calcium-activated chloride channel TMEM16A; Q8BHY3; HEK293 TMEM16A/YFP iodide influx fluorescence, ionomycin; normalized B-score (activity score, 25-100; higher = stronger inhibition) at 10 µM; 310,000 tested, 1.2% active; AID 588511;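 active means ratio plate-corrected score three or more library SD toward inhibition, starting fluorescence score within five deviations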;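 further: score derived from kinetic fluorescence span divided by baseline fluorescence per well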
HDAC3 inhib – human HDAC3 inhibition. AID 2718. inhibition, % at 8.3 µM. O15379. recombinant HDAC3, fluorogenic peptide/trypsin coupled, fluorescence. 320,000 tested, 0.15% active; in the data active means inhibition above about 26%, passing the limit was not always enough; inconclusive means no clear call, values can overlap the other calls
hERG rescue – compounds protecting human hERG from proarrhythmic drug block; CHO-hERG, FluxOR thallium flux, dofetilide IC70 present; activation (rescue from dofetilide block), less the hit threshold, % at 10 µM; 310,000 tested, 0.51% active; AID 1511;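 active means activation above the mean of controls blocked by dofetilide plus 5 SD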;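 further: thallium influx through hERG after potassium depolarization seen as dye fluorescence rise; in these data hits start at about 4.7%; inactives centre near -7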
RGS4 act – potentiators or activators of RGS4. HEK293 M3R/inducible RGS4, carbachol calcium flux Fluo4; active compounds read low. AID 463111. B-score at 10 µM. 310,000 tested, 0.92% active;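 active means B-score of the integrated calcium signal more than 4 SD below the library mean, with starting fluorescence not abnormally high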;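 further: negative B-score means reduced calcium response which marks RGS4 activation or potentiation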
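Assay system: HEK293 FlpIn-TREx cells, stable M3R, doxycycline-inducible RGS4 / Probe or stimulus: carbachol, ECmax concentration / Times: overnight RGS4 induction, 30 min dye load 37 °C, 20 min compound RT / Signal: kinetic calcium fluorescence imaging with Fluo4-AM dye, 2 µM / Measure: Agonist-evoked peak-minus-minimum fluorescence over baseline, integrated ratio, B score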
KCNK3 inh – human KCNK3 channel inhibition, primary screen. CHO-KCNK3 thallium flux, FluxOR fluorescence; active compounds read low. O14649. B-score at 10 µM. 340,000 tested, 0.84% active;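 active means B-score under library mean minus 4 SD, starting fluorescence ratio at most library mean plus 5 SD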;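 further: more negative B-score means stronger inhibition of thallium flux through KCNK3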
* = called active by the depositor; i = inactive; ? = inconclusive; · = no result given.

SMILES	KCNK9 inh	SKKanGAS inh	KCNQ1 pot	RGS4 block	ANO1 activ	KCNQ1 block	TMEM16A inh	HDAC3 inhib	hERG rescue	RGS4 act	KCNK3 inh
N/C(=N\OCc1ccc([N+](=O)[O-])cc1)c1ccccn1	i	-26	i	i	i	i	i	-13	-6	i	i
COc1ccc(C(=O)Nc2nc3ccc(OC)cc3s2)cc1	i	0	i	i	i	i	i	-7	-7	i	i
CC1CCC2C(=O)N(c3cc(Cl)ccc3OC(=O)c3ccco3)C(=O)C2C1 (stereo not given)	i	18	i	i	i	i	·	·	-3	i	i
CCOC(=O)c1c(NC(=O)C(Sc2ccccc2)c2ccccc2)sc(C(N)=O)c1C (stereo not given)	i	26	i	i	i	i	i	2	-9	i	i
Brc1ccc(-c2ccc(CNCc3ccccn3)o2)cc1	i	67*	i	i	i	i	i	-6	-6	i	i
Brc1ccc(-c2csc(N3CCCCCC3)n2)cc1	i	8	i	i	i	i	i	2	-2	i	i
CC1CCC(NC(=O)CN(C)S(=O)(=O)c2cnc[nH]2)CC1 (stereo not given)	i	-5	i	i	i	i	i	-5	0	i	i
CCOCCCNC(=O)CN1N=C(c2ccc(C)cc2)CCC1=O	i	-4	i	i	i	i	i	-1	-2	i	i
O=[N+]([O-])c1ccc(/C=N/NC(=S)Nc2ccccc2F)o1	i	14	i	i	i	i	i	3	-10	i	i
COc1cccc(NC(=O)Cc2nnc(SCC(=O)NC3CCCCC3)n2C)c1	i	-8	i	i	i	i	i	4	-5	i	i
NC(=O)CSc1nnc(CSc2ncccn2)n1-c1ccccc1	i	-8	i	i	i	i	i	-3	0	i	i
CC(Sc1nncn1C)C(=O)Nc1ccccc1-c1ccccc1 (stereo not given)	i	-3	i	i	i	i	i	-3	-4	i	i
CC(C)NC(=O)C1CCN(C2CCN(CC3CC=CCC3)CC2)CC1 (stereo not given)	i	9	i	i	i	i	i	-6	-7	i	i
C=C1CC(C)OC(c2ccccc2OCC(O)CN2CCCCC2)C1 (stereo not given)	i	-6	i	i	i	i	i	0	-18	i	i
Cc1oc2cc(O)ccc2c(=O)c1-c1nncn1-c1ccccc1	i	12	i	i	i	i	i	·	-13	i	i
CC(C)OP(=O)(OC(C)C)C(NC(=O)c1cccc([N+](=O)[O-])c1)C(N)=O (stereo not given)	i	3	i	i	i	i	i	-4	-4	i	i
CCC(C)C(=O)Nc1nnc(SCC(=O)N2C(C)CCCC2C)s1 (stereo not given)	i	3	i	i	i	i	i	1	-8	i	i
OCCN(CCO)c1ncnc2c1oc1ccc(Br)cc12	i	1	i	i	i	i	i	8	-21	i	i
O=C(COc1ccc2c3c(c(=O)oc2c1)CCC3)N1CCN(c2ccccc2)CC1	i	16	i	i	i	i	i	-4	-5	i	i
COc1ccc(-n2c(SCC(=O)Nc3ccccc3)nnc2-c2ccoc2C)cc1	i	-3	i	i	i	i	i	-3	-22	i	i
O=C(N/C(=C\c1ccc(F)cc1)C(=O)N1CCOCC1)c1ccccc1	i	-3	i	i	i	i	i	5	-7	i	i
COc1ccc(NS(=O)(=O)c2cccc(C(=O)NNC(=O)c3cc(C)oc3C)c2)cc1	i	0	i	i	i	i	i	12	-7	i	i
Cn1c(=O)[nH]c(=O)c2c1[nH]c(=S)n2Cc1ccc(Cl)cc1	i	3	i	i	i	i	i	7	-4	i	i
CCOC(=O)c1cc(C(C)=O)n2ccccc12	i	6	i	i	i	i	i	1	0	i	i
Cc1cc(=O)oc2cc(OC(C)C(=O)Nc3ccc(N4CCCCC4)cc3)ccc12 (stereo not given)	i	3	i	i	i	i	i	3	-6	i	i
COc1ccc(-n2ncc3c(N4CCC(C)CC4)ncnc32)cc1	i	-3	i	i	i	i	i	-7	-8	i	i
O=c1nc2n(Cc3ccccc3)c3ccccc3cc-2c(=O)[nH]1	i	-5	i	i	·	i	i	-16	-7	i	·
Cc1c(NC(=O)c2ccc3c(c2)OCO3)cccc1-c1nc2ncccc2o1	i	-6	i	i	i	i	i	1	-10	i	i
Cc1cccc(NC(=O)C2COc3ccccc3O2)n1 (stereo not given)	i	1	i	i	i	i	i	-1	-3	i	i
COc1cc(-c2noc(C)c2-c2ccc3[nH]ccc3c2)cc(OC)c1OC	i	4	i	i	i	i	i	-2	-17	-7.2*	i
CCOC(=O)c1ccc(NC(=O)c2cc(S(=O)(=O)N3CCOCC3)ccc2O)cc1	i	7	i	i	i	i	25*	6	-7	i	i
N#C/C(=C/c1ccc(-c2cc(C(=O)O)cc(C(=O)O)c2)o1)c1nc2ccccc2s1	i	12	i	i	·	i	i	15	-7	i	·
C=CCn1c(SCc2cc(C(=O)OC)c(C)o2)nnc1-c1ccncc1	i	-1	i	i	i	i	i	6	-11	i	i
CCc1ccc(NC(=O)c2cc(C)no2)cc1	i	-1	i	i	i	i	i	-3	-3	i	i
CCCC(=O)Nc1c2c(nn1-c1ccc(F)cc1)CS(=O)(=O)C2	i	-7	i	i	i	i	i	4	0	i	i
CC(C)NC(=O)c1ccc(CSCc2ccccc2Cl)o1	i	-3	i	i	i	i	i	-2	-4	i	i
CCCNC(=O)Cc1ccsc1	i	19	i	i	i	i	i	-1	-2	i	i
CCNC(=O)n1nccc1C(C)Oc1ccc(Cl)cc1 (stereo not given)	i	-10	i	i	i	i	i	-2	-15	i	i
O=C(CN(C(=O)CCC(=O)Nc1nccs1)c1cccc(F)c1)NCc1ccccc1	i	1	i	i	i	i	i	-3	-5	i	i
COCCNC(=O)CSc1ccc(C)cc1	i	-5	i	i	i	i	i	-4	-2	i	i
CC(=O)c1cccc(NC(=O)CCc2nc3sc4c(c3c(=O)[nH]2)CCCC4)c1	i	25	i	i	i	i	i	-3	-17	i	i
Cn1c(=O)c2c(nc(CN3CCN(c4ccccc4)CC3)n2CCCc2ccccc2)n(C)c1=O	i	9	i	i	·	i	i	1	-9	i	·
CCOc1cc(C(=O)Nc2ccc(S(=O)(=O)Nc3cc(C)on3)cc2)cc(OCC)c1OCC	i	17	i	i	i	i	i	-1	-8	i	i
CCn1c(SCc2nc3cc(OC)c(OC)cc3c(=O)[nH]2)nnc1-c1ccncc1	i	8	i	i	i	i	i	?	-5	i	i
Cc1cc2oc(C(=O)Nc3ccc(S(=O)(=O)Nc4nccs4)cc3)cc(=O)c2cc1Cl	i	22	i	i	i	i	i	-3	-8	i	i
CCOc1ccc(NC(=O)CN2CCN(CC(=O)Nc3ccc(N(C)C)cc3)CC2)cc1	i	-10	i	i	·	i	·	·	-10	i	i
Nc1cccc(-c2nnc3n2CCCCC3)c1	i	-4	i	i	i	i	i	-4	-6	i	i
Cc1c(-c2n[nH]c(=S)n2-c2ccc(Br)cc2)nnn1-c1ccc(Cl)cc1	i	-2	i	i	i	i	·	·	-4	i	i
CC(=O)c1ccc(C(=O)Nc2ccc3c(c2)C(=O)NC3=O)cc1	i	-3	i	i	i	i	i	0	-5	i	i
CCc1nnc(NC(=O)/C=C/c2ccc(C)o2)s1	i	-1	i	i	i	i	i	11	-6	i	i

Record cards, as listed above. Screens in order: KCNK9 inh | SKKanGAS inh | KCNQ1 pot | RGS4 block | ANO1 activ | KCNQ1 block | TMEM16A inh | HDAC3 inhib | hERG rescue | RGS4 act | KCNK3 inh
COc1ccc(-n2ncc3c(N4CCC(C)CC4)ncnc32)cc1 reads i | -3 | i | i | i | i | i | -7 | -8 | i | i
O=[N+]([O-])c1ccc(/C=N/NC(=S)Nc2ccccc2F)o1 reads i | 14 | i | i | i | i | i | 3 | -10 | i | i

(more compounds)
SMILES	KCNK9 inh	SKKanGAS inh	KCNQ1 pot	RGS4 block	ANO1 activ	KCNQ1 block	TMEM16A inh	HDAC3 inhib	hERG rescue	RGS4 act	KCNK3 inh
Fc1ccc(NC(=S)N2CCN(c3ccccn3)CC2)cc1Cl	i	-2	i	i	i	i	i	0	-5	i	i
O=C(NP(=O)(N1CCOCC1)N1CCOCC1)C1=C(N2CCOCC2)/C(=C\c2ccccc2)CC1	i	2	i	i	i	i	i	-17	-15	i	i
COc1ccccc1C(=O)C1CCCN(C(=O)CCn2cnnn2)C1 (stereo not given)	i	-3	i	i	i	i	i	·	-14	i	i
CCN(CC)C(=O)Oc1cc2c(-c3cc4cccc(OC)c4o3)cc(=O)oc2cc1C	-21*	39	i	i	i	i	i	-2	-16	i	-14*
CC1CC(C)(C)CC2(C1)NC(=O)N(CC(=O)Nc1nccs1)C2=O (stereo not given)	i	-1	i	i	i	i	i	-5	-15	i	i
CCCOC(=O)C(C)Sc1n[nH]c(=O)[nH]c1=O (stereo not given)	i	2	i	i	i	i	i	5	-8	i	i
CCOC(=O)C1CCCN(CC(O)COc2ccc(OC)cc2C(C)(C)C)C1 (stereo not given)	i	6	i	i	i	i	i	4	-11	i	i
CC(=O)NC1=NN(C(C)=O)C(c2cccc([N+](=O)[O-])c2)S1 (stereo not given)	i	-3	i	i	i	i	i	-2	-7	i	i
COCCN(C(=O)COC(=O)c1cc2c(s1)CCCC2)c1c(N)n(Cc2ccccc2)c(=O)[nH]c1=O	i	1	i	i	i	i	i	6	-17	i	i
FC(F)(F)c1ccccc1/C=N/N1CCN(Cc2ccccc2)CC1	i	-18	i	i	i	i	i	5	-11	i	i
O=C1c2ccccc2C(=O)N1CCC(c1ccccc1)c1ccco1 (stereo not given)	i	4	i	i	i	i	i	-2	-13	i	i
NC(=O)C1CCN(C(=O)c2ccc(CS(=O)(=O)c3c(Cl)cccc3Cl)o2)CC1	i	-4	i	i	i	i	i	3	-2	i	i
COc1ccccc1C(=O)NCCSCc1c(F)cccc1Cl	i	0	i	i	i	i	i	6	-11	i	i
CC(C)n1c2ccccc2c2nnc(SCC(=O)OCN3C(=O)c4ccccc4C3=O)nc21	i	2	i	i	i	i	i	1	-10	i	i
COC(=O)C1(C(F)(F)F)N=C(N(C)C)OC(N(C)C)=N1	i	1	i	i	i	i	i	0	-11	i	i
CC1CCCC(C)N1C(=O)CSc1nc(N)c(-c2ccccc2)c(=O)[nH]1 (stereo not given)	i	1	i	i	i	i	i	-6	-4	i	i

Screening results (PubChem)
